# Compound activity deposited in PubChem BioAssay by National Center for Advancing Translational Sciences (NCATS).
# BRCA1 expr up = qHTS Assay to Identify Small Molecule Activators of BRCA1 Expression. 380,000 tested, 1.1% active. MCF7-BRCA1-FFLuc reporter, luminescence, 48 h; response scale: scaled: vehicle 0%, 10 µM genistein 100%. Potency, µM (doses to about 46.1 µM), for the others: top-dose activation, usual class: activators; also: potency is read from the fitted curve at half-maximal effect; nearly all actives have a fitted effect of over 80% in size; some results filed as inactive show a strong effect at the top dose
#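 Compounds are tested at multiple concentrations on MCF7 BRCA1-luciferase reporter cells seeded at 2000 per well; after 48 h, a single luminescence end-point is taken and curves fitted to the normalized data.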
# uPA surface inh = qHTS for Inhibitors of Cell Surface uPA Generation; cell surface uPA generation assay, qHTS; Potency, µM (series often up to 38.3 µM), for inactives: top-dose activity change, negative = inhibition, usual class: inhibitors; 330,000 tested, 0.31% active; AID 540303, 2011; active = well fitted inhibition curve with a large enough effect; inconclusive = small, poorly fitted or top-dose-only effect; inactive = no such curve, though single readings can be large or run the other way; tested in mouse RAW 264.7 cells; also: potency is read from the fitted curve at half-maximal effect; % is scaled to controls: 0 for no effect and ±100 for the full control effect; nearly all actives have a fitted effect of over 55% in size
# TRPV1 ag = HTS Assay for Compounds that Act as Agonists of the Vanilloid Receptor 1 | 320,000 tested, 0.19% active | activation, % at 8.33 µM | TRPV1-expressing cells, Fluo-8 calcium influx, agonist mode | Transient receptor potential cation channel subfamily V member 1 (Homo sapiens), Q8NER1 | AID 540275, 2011; in the data active = activation above about 80%; inconclusive = between about 30% and that limit; also: 0% is about no effect
# Target sequence (Q8NER1 whole entry, looked up): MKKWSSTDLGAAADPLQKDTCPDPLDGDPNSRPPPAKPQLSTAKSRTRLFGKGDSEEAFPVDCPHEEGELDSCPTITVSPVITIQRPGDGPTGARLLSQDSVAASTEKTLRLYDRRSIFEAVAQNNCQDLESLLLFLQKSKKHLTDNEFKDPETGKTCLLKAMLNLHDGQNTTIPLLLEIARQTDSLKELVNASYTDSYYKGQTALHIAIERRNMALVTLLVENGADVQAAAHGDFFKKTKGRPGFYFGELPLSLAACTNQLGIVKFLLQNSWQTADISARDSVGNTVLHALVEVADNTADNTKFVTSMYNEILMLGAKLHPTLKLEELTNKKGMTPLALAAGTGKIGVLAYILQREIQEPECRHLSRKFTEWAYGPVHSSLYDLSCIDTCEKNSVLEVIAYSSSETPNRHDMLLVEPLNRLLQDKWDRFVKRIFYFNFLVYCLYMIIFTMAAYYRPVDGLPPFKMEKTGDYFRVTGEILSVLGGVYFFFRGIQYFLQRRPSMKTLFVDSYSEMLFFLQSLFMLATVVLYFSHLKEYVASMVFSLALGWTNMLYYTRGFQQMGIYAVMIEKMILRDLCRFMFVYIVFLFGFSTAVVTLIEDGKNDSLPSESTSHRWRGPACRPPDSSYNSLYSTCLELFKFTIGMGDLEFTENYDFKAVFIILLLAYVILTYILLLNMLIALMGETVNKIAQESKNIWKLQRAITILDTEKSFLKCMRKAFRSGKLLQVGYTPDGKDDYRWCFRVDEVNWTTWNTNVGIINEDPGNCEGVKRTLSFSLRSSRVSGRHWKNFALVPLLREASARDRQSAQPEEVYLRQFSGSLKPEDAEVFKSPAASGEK
#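 Cells expressing TRPV1 were dye-loaded with Fluo-8 and read kinetically: 10 s baseline, 3 min after compound (agonist portion), then 2 min after EC20 capsaicin (allosteric enhancer portion). Calcium-bound dye fluorescence at 480/520 nm.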
# TSG101-PTAP inh = qHTS Assay for Iinhibitors of HIV-1 Budding by Blocking the Interaction of PTAP/TSG101 | Tumor susceptibility gene 101 protein (Homo sapiens), Q99816 | Fluorescence polarization, FITC-PTAP peptide / Tsg101 binding | Potency, µM (series often up to 115 µM), for the others: at the top dose activity change, negative = inhibition, actives largely listed as inhibitors | 340,000 tested, under 10 active | AID 493005, 2010; active = well fitted inhibition curve with a large enough effect in the main read-out, with a control signal flat, not every such curve was filed as active; inconclusive = small, poorly fitted or top-dose-only effect, or effect the other way, or a change in a side signal; inactive = no such curve, though single readings can be large or run the other way; also: potency is read from the fitted curve at half-maximal effect; % of control where 0% means no effect
#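 Tsg101 binding domain (10 uM final) was mixed with compound and a FITC-labeled PTAP peptide (50 nM final) in HEPES pH 7.5 buffer with NaCl, Tween 20, EDTA and TCEP; fluorescence polarization was read after 20 min at r.t.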
# ELG1 genotoxic = qHTS screen for small molecules that induce genotoxicity in human embryonic kidney (HEK293T) cells expressing luciferase-tagged ELG1 | HEK293T ELG1-luciferase reporter, luminescence, 16 h | Potency, µM (top dose mostly 46 µM), for the others: top-dose activity change, positive = activation, most hits filed as activators | 330,000 tested, 1.3% active | AID 504466, 2011; also: potency is read from the fitted curve at half-maximal effect; % of control where 0% means no effect; nearly all actives have a fitted effect of over 60% in size
#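 Cells (2,000/well) expressing the ELG1-luciferase fusion are dosed by pin tool and kept 16 hr at 37 °C, 5% CO2. Signal comes from ONE-Glo luciferase reagent after 30 min at room temperature.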
# B2AR arrestin = qHTS assay of beta-arrestin-biased ligands of beta2-adrenergic receptor | Beta-2 adrenergic receptor (Homo sapiens), P07550 | beta-arrestin recruitment to beta2AR, cell-based reporter | Potency, µM (series often up to 46.1 µM), without a hit: at the top dose activation, actives largely listed as activators | 330,000 tested, 0.02% active;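 also: potency is read from the fitted curve at half-maximal effect; 0% = DMSO controls and full agonism = EC100 isoproterenol or metaproterenol; nearly all actives have a fitted effect of over 65% in size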
# ASM inhibitor = Inhibitors of Secretory Acid Sphingomyelinase (S-ASM): qHTS; AID 504937, 2011; 340,000 tested, 0.006% active; Potency, µM (series often up to 57.5 µM), for inactives: at the highest dose activity change, negative = inhibition, actives largely listed as inhibitors; placental ASM, HMU-PC fluorogenic substrate, 60 min; Sphingomyelin phosphodiesterase (Homo sapiens), P17405; also: potency is read from the fitted curve at half-maximal effect
#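 HMU-PC0 cleavage (9 uM final) by human placental ASM, 60 min at 37 °C following 10 min compound exposure at RT; stopped at pH 10, fluorescence Ex 386/Em 447 nm.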
# Eya2 phos inh = qHTS Assay for Inhibitors of the Phosphatase Activity of Eya2 | Protein phosphatase EYA2 (Homo sapiens), O00167 | recombinant Eya2, OMFP fluorescence dephosphorylation (OMFP is methylfluorescein phosphate) | Potency, µM (titrated, usually from 76.9 µM), inactives show top-dose activity, negative = inhibition, hits mostly inhibitors | 330,000 tested, 0.006% active | AID 488837, 2010; also: potency is read from the fitted curve at half-maximal effect; % is scaled to controls: 0 for no effect and ±100 for the full control effect
#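 Eya2 protein (added as 0.2 uM solution) was preincubated with compound for 10 min at ambient temperature in 50 mM HEPES pH 7.5, 50 mM NaCl, 5 uM MgCl2, 0.05% BSA, 1 mM DTT. OMFP (added at 50 uM) then reacted 10 min; fluorescence read at 485/525 nm.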
# p53 reactivation = qHTS assay for re-activators of p53 using a Luc reporter; H1299 p53-A138V BP100-luciferase reporter, luminescence, 24 h; Potency, µM (highest dose often 92.2 µM), for inactives: top-dose activity change, positive = activation, most hits filed as activators; 320,000 tested, 0.063% active; also: potency is read from the fitted curve at half-maximal effect; % of control where 0% means no effect; nearly all actives have a fitted effect of over 45% in size
#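 H1299 (p53-null), stable ts p53-A138V + BP100-Luc; 1000 cells/well, Opti-MEM/10% FBS; cpd 4 pt, 1:5; 24 h, 37 deg C, 5% CO2; detection reagent 10 min RT; luminescence.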
# USP2a inh = qHTS Assay for Inhibitors of Ubiquitin-specific Protease USP2a Using CHOP2 as the Reporter. USP2 core, Ub-CHOP2 coupled fluorogenic reporter, 485/531. Potency, µM (highest dose often 38.3 µM), inactives show top-dose activity change, negative = inhibition, usual class: inhibitors. 330,000 tested, 0.01% active;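 also: potency is read from the fitted curve at half-maximal effect; plate controls were DMSO wells for no effect and full inhibition by NEM control for full effect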
#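 Deubiquitinase activity read as fluorescence (485/531 nm) after Ub-CHOP2 cleavage activates the enterokinase reporter on its substrate; USP2 core 10nM, Ub-CHOP2 and substrate 25nM each, 30min compound preincubation then 60min RT; data normalized to NEM, curves fitted.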
# Integrin act MD = qHTS for Activators of Integrin-Mediated Alleviation for Muscular Dystrophy. alpha7betagal myoblasts, beta-gal FDG fluorescence, 48 h. Potency, µM (highest dose often 38.3 µM), for the others: at the top dose activation, hits mostly activators. 350,000 tested, 0.064% active. AID 624291, 2012;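 also: potency is read from the fitted curve at half-maximal effect; 100% = response of the positive control SU9516; nearly all actives have a fitted effect of over 60% in size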
#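 Alpha7betagal+/- myoblasts (passage 13) were plated 16-24 hr, then exposed to compounds (1:260 dilution of DMSO stock) for 48 hours at 37C. After MPER lysis, β-galactosidase reporter activity was read as FDG fluorescence (ex 480/em 540) after 30 minutes.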
# The depositor's hits bear a star; ? = inconclusive; / = not tested or not shown; & = joins results of further samples; [ ] = remark or other dose. Unless noted, calls follow the shape of the dose curve; as a rule, active = well fitted curve in the direction sought with a large enough effect; inconclusive = small, poorly fitted or top-dose-only effect, or another doubt; inactive = no such curve, though single readings can be large; an effect the other way counts as inactive or inconclusive.
1. COc1nc(N2CCCCCC2)nc(N2CCCCCC2)n1
2. CCOc1ccc(-c2n[nH]c(C)c2-c2ccccn2)c(O)c1
3. CC(=O)Oc1ccc(N2C(=O)CC(N3CCOCC3)C2=O)cc1 (configuration not stated)
4. COc1cccc2sc(=NC(=O)CS(=O)(=O)c3ccc(F)cc3)n(C)c12
5. O=S(=O)(c1ccccc1F)N1CCN(Cc2cc3c(cc2Br)OCCO3)CC1
6. COCCN(C(=O)COC(=O)COc1ccc2ccccc2c1)c1c(N)n(Cc2ccccc2)c(=O)[nH]c1=O
7. O=C(CBr)Nc1c2c(nn1-c1ccccc1)CSC2
8. Cc1ccc2c(CC(=O)N3CCN(c4ccccc4)CC3)coc2c1

entry no.,1,2,3,4,5,6,7,8
BRCA1 expr up,-36%,-4%,19%,-3%,-44%,0%,-6%,-17%
uPA surface inh,/,5%,1%,-10%,0%,12%,0%,-3%
TRPV1 ag,3,0,1,2,-2,/,-3,?
TSG101-PTAP inh,-7%,-3%,-4%,-2%,-3%,-3%,5%,-2%
ELG1 genotoxic,-5%,0%,3%,-8%,-2%,/,1%,0%
B2AR arrestin,-0.1%,-0.1%,0.0%,0.1%,-3.2%,/,0.1%,-0.6%
ASM inhibitor,-3%,-2%,-7%,4%,1%,-3%,1%,-3%
Eya2 phos inh,3%,3%,-5%,-36%,8%,/,-10%,?
p53 reactivation,24%,4%,0%,3%,6%,/,2%,-2%
USP2a inh,-1%,0%,0%,-1%,-1%,/,1%,-5%
Integrin act MD,-24%,?,-15%,-37%,-37%,-12%,-20%,-20%

# Structures from the list above that contain bromine:
5. O=S(=O)(c1ccccc1F)N1CCN(Cc2cc3c(cc2Br)OCCO3)CC1
7. O=C(CBr)Nc1c2c(nn1-c1ccccc1)CSC2

entry no.,5,7
BRCA1 expr up,-44%,-6%
uPA surface inh,0%,0%
TRPV1 ag,-2,-3
TSG101-PTAP inh,-3%,5%
ELG1 genotoxic,-2%,1%
B2AR arrestin,-3.2%,0.1%
ASM inhibitor,1%,1%
Eya2 phos inh,8%,-10%
p53 reactivation,6%,2%
USP2a inh,-1%,1%
Integrin act MD,-37%,-20%

# The results go on.
9. CC1(C)C(=O)OC(C(=O)c2ccccc2)C(C)(C)C1=O (configuration not stated)
10. c1ccc(CNc2nc(CN3CCOCC3)nc3scc(-c4ccccc4)c23)cc1
11. N#Cc1nc(-c2ccc(OCc3ccc(Cl)cc3)cc2)oc1N1CCC(C(N)=O)CC1
12. OCC1(Cc2ccccc2Cl)CCN(C/C=C/c2ccccc2)CC1
13. CCOC(=O)N1CCN(C(=S)NC(=O)c2cncc(Br)c2)CC1
14. COc1cc2cc(C(=O)N3CCc4ccccc4C3)[nH]c2cc1OC
15. CC(C)c1nnc(NC(=O)c2cccnc2)s1
16. O=[N+]([O-])c1ccc(COc2ccc(CN3CCCCC3)cc2)cc1
17. O=C(Nc1cc(Br)c(O)c(Br)c1)c1cccc(NC(=O)c2ccco2)c1
18. CC(CO)NS(=O)(=O)c1ccc(Br)cc1F (configuration not stated)

entry no.,9,10,11,12,13,14,15,16,17,18
BRCA1 expr up,5%,-17%,-8%&1%,-9%,-3%,13%,75%,7.9µM*,-13%,6%
uPA surface inh,2%,23%,8%,-1%,-17%,3%,-8%,?,8%,7%
TRPV1 ag,5,?,0,2,-3,7,1,/,5,/
TSG101-PTAP inh,-2%,1%,-3%,-11%,1%,-5%,-3%,-11%,-5%,-9%
ELG1 genotoxic,1%,-1%,0%,-6%,4%,9%,?,/,-9%,/
B2AR arrestin,-0.9%,4.0%,0.2%,-0.8%,-0.3%,-0.1%,0.0%,/,0.1%,/
ASM inhibitor,4%,0%,7%,5%,-6%,3%,1%,-4%,-18%,4%
Eya2 phos inh,-14%,-2%,1%[15.4 µM],1%,-2%,-2%,12%,/,3%,/
p53 reactivation,-2%,-4%,8%,-3%,8%,-5%,23%,/,4%,/
USP2a inh,-1%,-3%,3%,2%,2%,2%,2%,/,-1%,/
Integrin act MD,-6%,?,3%,-59%[inhibitor],-7%,7%,9%,-18%,-8%,7%

# An excerpt from above in order of the uPA surface inh value, high to low.
No. | SMILES | uPA surface inh | TRPV1 ag | TSG101-PTAP inh | B2AR arrestin | ASM inhibitor | Eya2 phos inh | p53 reactivation | Integrin act MD
10 | c1ccc(CNc2nc(CN3CCOCC3)nc3scc(-c4ccccc4)c23)cc1 | 23% | ? | 1% | 4.0% | 0% | -2% | -4% | ?
11 | N#Cc1nc(-c2ccc(OCc3ccc(Cl)cc3)cc2)oc1N1CCC(C(N)=O)CC1 | 8% | 0 | -3% | 0.2% | 7% | 1%[15.4 µM] | 8% | 3%
18 | CC(CO)NS(=O)(=O)c1ccc(Br)cc1F (configuration not stated) | 7% | / | -9% | / | 4% | / | / | 7%
14 | COc1cc2cc(C(=O)N3CCc4ccccc4C3)[nH]c2cc1OC | 3% | 7 | -5% | -0.1% | 3% | -2% | -5% | 7%
9 | CC1(C)C(=O)OC(C(=O)c2ccccc2)C(C)(C)C1=O (configuration not stated) | 2% | 5 | -2% | -0.9% | 4% | -14% | -2% | -6%
12 | OCC1(Cc2ccccc2Cl)CCN(C/C=C/c2ccccc2)CC1 | -1% | 2 | -11% | -0.8% | 5% | 1% | -3% | -59%[inhibitor]
13 | CCOC(=O)N1CCN(C(=S)NC(=O)c2cncc(Br)c2)CC1 | -17% | -3 | 1% | -0.3% | -6% | -2% | 8% | -7%
